Screens: PubChem, several laboratories
ABCB6 inh 2 – ABCB6 transporter inhibitors, primary screen, K562-ABCB6 cells, flow cytometry, MLPCN library. K562-ABCB6 porphyrin accumulation, 1 h; stronger effect = lower value. fluorescence ratio to DMSO, % at 10 µM. hit rate 0.19% among 360,000;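 active = fluorescence ratio to DMSO below 75%, the collection mean minus 3 SD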;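 note: signal is porphyrin accumulated inside mitochondria; 100% equals median channel fluorescence of DMSO control wells; lower ratio means ABCB6 inhibition with less porphyrin fluorescence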
Glyco luc inh – increase of ERlucT glycosylation luciferase signal, primary screen, N-linked glycosylation inhibitor project, D54 ERlucT cells, luminescence, set 2; D54 ERlucT glycosylation luciferase reporter, 24 h; percent of 100 nM tunicamycin response; reporter increase, % at 12.5 µM; hit rate 0.23% among 360,000; AID 588692, 2011;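 active = mean luciferase reporter signal, scaled so untreated is 0 and the glycosylation-blocking control 100, at or above a set limit in every replicate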;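 note: luciferase carries N-glycosylation sites so blocking glycosylation raises the light; 0% = median of neutral control wells and 100% = median of 100 nM tunicamycin wells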
aDG glyco act – activators of alpha-DG glycosylation, primary screen, uHTS, Pro5-aDG cells, AlphaScreen. alpha-DG glycosylation AlphaScreen (IIH6); 0% Pro5, 100% B10-LARGE cell signal. activation, % at 10 µM. hit rate 0.22% among 360,000;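 active = activation of at least 8% versus controls, or a plate z-score of at least 8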;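 note: Pro5 are CHO cells carrying HIG-tagged alpha-DG that lacks glycosylation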
HTR2A ag – mouse Htr2a agonists via beta-arrestin recruitment, primary screen, cell-based, luminescence | 5-hydroxytryptamine receptor 2A (Mus musculus), P35363 | CHO-K1 mHTR2A beta-arrestin complementation; percent of 30 µM serotonin response | activation, % at 7.6 µM | hit rate 0.66% among 360,000 | AID 624169, 2012;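 active = activation above a run cutoff, the mean activation of all tested compounds plus 3 SD, cut at about 14% in these data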;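 note: 0% = plate median of compound wells and 100% = 30 µM serotonin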
Target sequence (P35363 whole entry, looked up): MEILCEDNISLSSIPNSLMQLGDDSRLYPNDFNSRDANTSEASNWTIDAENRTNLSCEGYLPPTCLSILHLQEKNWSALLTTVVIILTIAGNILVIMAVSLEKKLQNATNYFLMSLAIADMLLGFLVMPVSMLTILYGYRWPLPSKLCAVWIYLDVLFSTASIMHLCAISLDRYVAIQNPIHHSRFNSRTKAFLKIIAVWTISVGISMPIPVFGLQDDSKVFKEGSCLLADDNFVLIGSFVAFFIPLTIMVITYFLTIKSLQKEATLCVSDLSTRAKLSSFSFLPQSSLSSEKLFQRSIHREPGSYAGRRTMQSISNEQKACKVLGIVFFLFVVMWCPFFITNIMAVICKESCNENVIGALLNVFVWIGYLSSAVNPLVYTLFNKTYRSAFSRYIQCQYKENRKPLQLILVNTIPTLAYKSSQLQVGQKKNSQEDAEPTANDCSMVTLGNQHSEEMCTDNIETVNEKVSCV
PDI turbidity – inhibitors of human PDI, primary screen, biochemical, turbidity, single point, plate reader | Protein disulfide-isomerase (Homo sapiens), P07237 | PDI insulin aggregation turbidity, A650, 90 min | inhibition, % at 10 µM | hit rate 0.052% among 350,000 | AID 588391, 2011;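 active = mean inhibition across replicates of 30% or more, whatever share of single replicates reach that level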;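 note: absorbance from insulin aggregation driven by PDI reduction with DTT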
Target sequence (P07237 whole entry, looked up): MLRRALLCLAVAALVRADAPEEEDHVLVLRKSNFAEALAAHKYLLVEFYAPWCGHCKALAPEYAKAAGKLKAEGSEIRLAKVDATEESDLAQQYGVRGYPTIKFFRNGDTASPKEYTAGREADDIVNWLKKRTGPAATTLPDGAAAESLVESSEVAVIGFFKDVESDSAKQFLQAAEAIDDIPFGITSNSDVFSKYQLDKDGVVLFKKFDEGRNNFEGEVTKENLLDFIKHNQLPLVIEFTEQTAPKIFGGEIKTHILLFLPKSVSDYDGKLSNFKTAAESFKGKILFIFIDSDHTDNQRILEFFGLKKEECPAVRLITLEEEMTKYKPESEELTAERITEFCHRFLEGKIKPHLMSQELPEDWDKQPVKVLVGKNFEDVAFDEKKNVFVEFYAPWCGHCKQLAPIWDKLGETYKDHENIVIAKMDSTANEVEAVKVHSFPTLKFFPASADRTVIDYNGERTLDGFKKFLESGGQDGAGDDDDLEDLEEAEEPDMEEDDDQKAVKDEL
Vif inh – HIV Vif self-association inhibitors, primary screen, imaging, HEK293T, single point. HEK293T cells, Vif self-association by quenched fluorescence, 24 h. inhibition, % at 7.49 µM. hit rate 0.35% among 340,000; in the data active = inhibition above about 50%, passing the limit was not always enough; note: some results filed as inactive read as strong as hits
CaV13 FRET inh – Primary screen for inhibitors of IQ motif and Ca2+-dependent inactivation inhibitor domain binding in CACNA1D, Förster resonance energy transfer in living cells, … | HEK cells, CFP/YFP FRET ICDI-IQ, plate reader, 10 min; percent FRET-ratio fall versus neutral wells | hit rate 0.098% among 340,000 | inhibition, % at 12.3 µM;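 active = mean replicate inhibition of at least 30% and at least 1% of replicates passing that level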;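 note: 0% = median of the neutral control wells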
MC4R antag cAMP – MC4R antagonists of cAMP signaling, primary screen, cell-based, TR-FRET, antagonist arm of biased-ligand search | AID 540295, 2011 | inhibition, % at 6.5 µM | MC4R-expressing cells, MTII-stimulated cAMP, LANCE TR-FRET | Melanocortin receptor 4 (Homo sapiens), P32245 | hit rate 0.48% among 360,000;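 active = inhibition above its plate's cutoff, the mean of tested wells on that plate plus 3 SD, cut at about 29% in these data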;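 note: 0% = Melanotan II alone and 100% = Melanotan II plus saturating MCL0020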
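Assay system: U2OS cells stably expressing human melanocortin 4 receptor (MC4R) / Dosing: 6.5 µM / Timing: compound 30 min, challenge 1 h, detection 1 h / Measured by: Eu-cAMP/anti-cAMP TR-FRET, emission 671 nm / Replicates: singlicate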
MC4R ag barr – MC4R agonists recruiting beta-arrestin, primary screen, cell-based, luminescence, agonist arm of biased-ligand search; Melanocortin receptor 4 (Homo sapiens), P32245; U2OS MC4R beta-arrestin complementation; percent of melanotan II response, DMSO zero; activation, % at 8.9 µM; hit rate 0.98% among 360,000; AID 540308, 2011;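 active = activation above a per-plate cutoff, the mean activation of sample wells on that plate plus 3 SD, cut at about 8% in these data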
H9c2 protect – cardioprotection against H2O2-induced cell death, primary screen, uHTS, H9c2 cells, ATPLite luminescence; hit rate 0.63% among 360,000; H9c2 cardiomyocytes, H2O2 injury protection, 2 h; AID 588492, 2011; protection from H2O2 cell death, % at 20 µM;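 active = compounds giving at least 50% protection of heart cells from peroxide-induced death in the single-dose screen, raw or plate-pattern-corrected value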;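 note: 0% = DMSO wells with peroxide and 100% = DMSO wells without peroxide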
Starred values were filed as active, the others as inactive. No enrichment for hits; about 3.6% have a hit in one of these screens.

N#Cc1c(N)c2ccccn2c1C(=O)c1ccc(Br)cc1 was read as ABCB6 inh 2 105, Glyco luc inh -2, aDG glyco act -0.2, HTR2A ag 5, PDI turbidity -3, Vif inh -7, CaV13 FRET inh -21, MC4R antag cAMP 3, MC4R ag barr 0.6 and H9c2 protect -2.
Screening O=C(Nc1ccc(N2CCOCC2)cc1)c1cccc2c(-c3ccc(F)c(F)c3)coc12 returned ABCB6 inh 2 96, Glyco luc inh -5, aDG glyco act 0.0, HTR2A ag -3, PDI turbidity 6, Vif inh -15, CaV13 FRET inh -11, MC4R antag cAMP 8, MC4R ag barr 3.5 and H9c2 protect -1.
`O=C(Nc1ccc(Nc2ccccc2)cc1)c1ccc(Cl)cc1[N+](=O)[O-]` gave ABCB6 inh 2 98, Glyco luc inh 2, aDG glyco act 0.1, HTR2A ag -4, PDI turbidity 3, Vif inh 19, CaV13 FRET inh -4, MC4R antag cAMP -4, MC4R ag barr 1.6 and H9c2 protect -10.
CCN(/N=C/c1ccccc1)c1cc(=O)n(C)c(=O)[nH]1 was read as ABCB6 inh 2 97, Glyco luc inh 1, aDG glyco act 0.3, HTR2A ag 2, PDI turbidity 25, Vif inh 15, CaV13 FRET inh -18, MC4R antag cAMP -6, MC4R ag barr -1.6 and H9c2 protect -6.
For CCCCC(=O)Nc1cccc(C(=O)N/N=C/c2ccc(OC)cc2OC)c1 the results were ABCB6 inh 2 100, Glyco luc inh 0, aDG glyco act 0.1, HTR2A ag -2, PDI turbidity 0, Vif inh -1, CaV13 FRET inh -4, MC4R antag cAMP -2, MC4R ag barr -0.2 and H9c2 protect -3.
Screening COc1ccc(-c2nc3cnccn3c2Nc2ccc3c(c2)OCO3)cc1 returned ABCB6 inh 2 81, Glyco luc inh -1, aDG glyco act 0.4, HTR2A ag 0, Vif inh -4, CaV13 FRET inh -8, MC4R antag cAMP 7, MC4R ag barr 0.7 and H9c2 protect -1.
`CCN1C(=O)c2ccccc2Sc2ccc(C(=O)NCCN3CCOCC3)cc21` gave ABCB6 inh 2 84, Glyco luc inh 3, aDG glyco act -0.2, HTR2A ag 1, PDI turbidity 8, Vif inh 4, CaV13 FRET inh -7, MC4R antag cAMP -2, MC4R ag barr -0.4 and H9c2 protect -6.
Screening Cc1c(C#N)c2ncnc(N)c2n1-c1ccccc1 returned ABCB6 inh 2 81, Glyco luc inh -4, aDG glyco act -0.2, HTR2A ag -3, PDI turbidity 13, Vif inh -13, CaV13 FRET inh -1, MC4R antag cAMP 8, MC4R ag barr -1.4 and H9c2 protect 8.
CCN1CCN(c2c(Cl)cccc2NC(=O)c2cccs2)CC1 was read as ABCB6 inh 2 104, Glyco luc inh -2, aDG glyco act -0.3, HTR2A ag -1, PDI turbidity 6, Vif inh 1, CaV13 FRET inh -6, MC4R antag cAMP 8, MC4R ag barr -2.2 and H9c2 protect 2.
`COc1cccc(C(c2c(NC(=O)c3ccco3)sc(C)c2C)N2CCOCC2)c1` (configuration not stated) gave ABCB6 inh 2 97, Glyco luc inh -10, aDG glyco act -0.1, HTR2A ag 10, PDI turbidity -2, Vif inh -8, CaV13 FRET inh -17, MC4R antag cAMP 15, MC4R ag barr 0.6 and H9c2 protect -4.

Filtered by structure: those above with sulfur
`CCN1C(=O)c2ccccc2Sc2ccc(C(=O)NCCN3CCOCC3)cc21` gave ABCB6 inh 2 84, Glyco luc inh 3, aDG glyco act -0.2, HTR2A ag 1, PDI turbidity 8, Vif inh 4, CaV13 FRET inh -7, MC4R antag cAMP -2, MC4R ag barr -0.4 and H9c2 protect -6.
CCN1CCN(c2c(Cl)cccc2NC(=O)c2cccs2)CC1 was read as ABCB6 inh 2 104, Glyco luc inh -2, aDG glyco act -0.3, HTR2A ag -1, PDI turbidity 6, Vif inh 1, CaV13 FRET inh -6, MC4R antag cAMP 8, MC4R ag barr -2.2 and H9c2 protect 2.
`COc1cccc(C(c2c(NC(=O)c3ccco3)sc(C)c2C)N2CCOCC2)c1` (configuration not stated) gave ABCB6 inh 2 97, Glyco luc inh -10, aDG glyco act -0.1, HTR2A ag 10, PDI turbidity -2, Vif inh -8, CaV13 FRET inh -17, MC4R antag cAMP 15, MC4R ag barr 0.6 and H9c2 protect -4.

Next section
COc1ccc(NC(=O)c2ccccc2SC)cc1 was read as ABCB6 inh 2 105, Glyco luc inh -1, aDG glyco act 0.1, HTR2A ag 4, PDI turbidity 0, Vif inh 31, CaV13 FRET inh -6, MC4R antag cAMP 23, MC4R ag barr 0.4 and H9c2 protect -10.
`O=C(/C(=C(\O)c1ccccc1)c1ncc[nH]1)c1ccccc1` gave ABCB6 inh 2 96, Glyco luc inh 1, aDG glyco act -0.4, HTR2A ag 1, PDI turbidity 5, Vif inh 0, CaV13 FRET inh -6, MC4R antag cAMP -4, MC4R ag barr -2.6 and H9c2 protect 11.
`COc1ccc(C(=O)NCC(=O)N2CCCCC2)cc1OC` gave ABCB6 inh 2 96, Glyco luc inh -1, aDG glyco act -0.2, HTR2A ag 3, PDI turbidity -1, Vif inh -6, CaV13 FRET inh -5, MC4R antag cAMP 5, MC4R ag barr -4.2 and H9c2 protect -4.
For O=C1N[C@@H](Cc2ccccc2)C(=O)N2[C@H]1C[C@]1([C@]34C[C@H]5C(=O)N[C@@H](Cc6ccccc6)C(=O)N5[C@H]3N(S(=O)(=O)c3ccccc3)c3ccccc34)c3ccccc3N(S(=O)(=O)c3ccccc3)[C@H]21 the results were ABCB6 inh 2 97, Glyco luc inh 1, aDG glyco act 0.0, HTR2A ag 7, PDI turbidity -5, Vif inh 6, CaV13 FRET inh -15, MC4R antag cAMP 2, MC4R ag barr -0.8 and H9c2 protect 2.
CCC(=O)Nc1ccc(NC(=O)c2ccc3c(c2)OCO3)cc1 was read as ABCB6 inh 2 111, Glyco luc inh 0, aDG glyco act 0.6, HTR2A ag -1, PDI turbidity 2, Vif inh -5, CaV13 FRET inh -5, MC4R antag cAMP -1, MC4R ag barr 0.4 and H9c2 protect -5.
Screening O=C(NCc1cccc(OC(F)(F)F)c1)c1cccc2c1C(=O)c1ccc(-c3ccc(F)cc3OCc3ccccc3)cc1S2(=O)=O returned ABCB6 inh 2 95, Glyco luc inh -4, aDG glyco act -0.5, HTR2A ag -11, PDI turbidity -1, Vif inh -3, CaV13 FRET inh -5, MC4R antag cAMP 4, MC4R ag barr -1.6 and H9c2 protect -6.
For CCN(CC(=O)NCc1ccc(Cl)cc1)C(=O)CCOc1ccccc1C the results were ABCB6 inh 2 95, Glyco luc inh -2, aDG glyco act 0.1, HTR2A ag -1, PDI turbidity -1, Vif inh -10, CaV13 FRET inh -4, MC4R antag cAMP 5, MC4R ag barr -2.0 and H9c2 protect 5.
`Cc1ccc(C2C=C(c3ccccc3)Nc3ncnn32)cc1` (configuration not stated) gave ABCB6 inh 2 100, Glyco luc inh 0, aDG glyco act -0.1, HTR2A ag 11, PDI turbidity 3, Vif inh -4, CaV13 FRET inh -22, MC4R antag cAMP 0, MC4R ag barr 1.4 and H9c2 protect 19.
Screening O=C(N1CCOCC1)N1CCN(c2nc(-c3ccccc3)cs2)CC1 returned ABCB6 inh 2 108, Glyco luc inh 2, aDG glyco act 0.2, HTR2A ag 2, PDI turbidity -6, Vif inh -5, CaV13 FRET inh -8, MC4R antag cAMP 18, MC4R ag barr -0.1 and H9c2 protect -8.
Screening CCc1ccc(NC(=O)c2ccc(-n3cncn3)c([N+](=O)[O-])c2)cc1 returned ABCB6 inh 2 96, Glyco luc inh 1, aDG glyco act 0.4, HTR2A ag -7, PDI turbidity -4, Vif inh -3, CaV13 FRET inh -7, MC4R antag cAMP -2, MC4R ag barr -0.1 and H9c2 protect 1.
Screening CCc1ccc(-n2ccc(=O)c(C(=O)O)n2)cc1 returned ABCB6 inh 2 100, Glyco luc inh 0, aDG glyco act 0.1, HTR2A ag 1, PDI turbidity -2, Vif inh 14, CaV13 FRET inh -1, MC4R antag cAMP 7, MC4R ag barr -1.5 and H9c2 protect 0.
For COc1ccc(C(=O)N2CCN(c3nc4ccccc4o3)CC2)cc1OC the results were ABCB6 inh 2 96, Glyco luc inh -2, aDG glyco act 0.0, HTR2A ag 8, CaV13 FRET inh -9, MC4R antag cAMP -8, MC4R ag barr -0.6 and H9c2 protect -8.
Screening Cc1ccc(CCNC(=O)C2CCCN(S(=O)(=O)c3c(C)nn(C)c3C)C2)cc1 (configuration not stated) returned ABCB6 inh 2 93, Glyco luc inh 1, aDG glyco act 0.2, HTR2A ag -5, Vif inh 4, CaV13 FRET inh -2, MC4R antag cAMP 8, MC4R ag barr -1.0 and H9c2 protect 3.
Screening Cc1ccc(S(=O)(=O)Cn2nnnc2C(CC(C)C)N2CCC(C(N)=O)CC2)cc1 (configuration not stated) returned ABCB6 inh 2 96, Glyco luc inh 0, aDG glyco act -0.1, HTR2A ag -1, PDI turbidity 10, Vif inh 8, CaV13 FRET inh -3, MC4R antag cAMP 1, MC4R ag barr 1.0 and H9c2 protect 12.
`CCOC(=O)C1=C(C)N=c2s/c(=C3\C(=O)Nc4ccccc43)c(=O)n2C1c1ccc2c(c1)OCO2` (configuration not stated) gave ABCB6 inh 2 96, Glyco luc inh 2, aDG glyco act -0.1, HTR2A ag 0, PDI turbidity -2, Vif inh -13, CaV13 FRET inh -5, MC4R antag cAMP 14, MC4R ag barr -2.0 and H9c2 protect 21.
For O=c1[nH]c2ccccc2c(O)c1-c1ccccc1 the results were ABCB6 inh 2 98, Glyco luc inh 0, aDG glyco act 2.1, HTR2A ag 1, Vif inh 1, MC4R antag cAMP 10, MC4R ag barr 0.8 and H9c2 protect -2.
For Cc1noc(NC(=O)c2ccccc2)c1C#N the results were ABCB6 inh 2 92, Glyco luc inh 1, aDG glyco act 0.1, HTR2A ag 0, PDI turbidity 1, Vif inh -5, MC4R antag cAMP 5, MC4R ag barr 0.0 and H9c2 protect 11.
CC1(C)CCC/C(=C\c2ccccc2)C1=O was read as ABCB6 inh 2 101, Glyco luc inh -1, aDG glyco act 0.2, HTR2A ag -1, PDI turbidity 0, Vif inh -14, CaV13 FRET inh 1, MC4R antag cAMP 7, MC4R ag barr -1.7 and H9c2 protect -2.
